Assay outcomes as filed in PubChem.
Lipid droplet = modulators of hepatic lipid droplet formation; AML12 mouse hepatocytes, oleate lipid droplets, BODIPY imaging; hit rate 0.4% among 240,000; AID 1656; inhibition, % at 6.5 µM;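 active = lipid droplet intensity inhibited by at least 50%, with more than 500 cells counted; inconclusive = wells with under 300 cells, treated as cytotoxic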
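Test system: AML12 mouse liver cells; schedule: overnight exposure; technique: high-content imaging of BODIPY-stained droplets and DAPI nuclei; read-out: % inhibition of corrected integrated BODIPY droplet signal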
MT stabilize HCS = stabilizes microtubules in HeLa cells. hit rate 0.83% among 200,000. % tubulin-high responders, % at 10 µM. HeLa tubulin immunostaining HCS, 24 h; share of cells brighter than vehicle mean+2SD. AID 2205;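 active = plate Z-score above 3 for both tubulin-high and condensed-nucleus cell shares, with cell loss under 80%, at 10 µM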;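 also: anti alpha tubulin signal scored within the nucleus-defined area of each cell; some results filed as inactive read as strong as hits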
Ins promoter up = MIN6 insulin promoter up-regulation; MIN6 insulin promoter-GFP reporter, high-content imaging; hits give high values; z-score at 5 µM; hit rate 0.3% among 190,000; AID 1625;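 active = z-score above 3 at 5 µM with at least 500 cells counted in the well; inconclusive = wells under 500 cells, flagged as cytotoxic or low count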
WT yeast gro inh = growth inhibition of WT yeast, mitochondrial fusion screen; mitochondrial fusion phenotypic screen, WT strain; hit rate 2.1% among 190,000; inhibition, % at 10 µM; in the data active = inhibition above about 58%; tested in S. cerevisiae
Myeloid diff MLP = promotes myeloid progenitor differentiation; calls only at 10 µM; hit rate 1% among 360,000; ER-HoxA9 myeloid progenitors, lysozyme-GFP differentiation, flow cytometry;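 active = normalized GFP-positive differentiation at or above the plate's own cutoff, the solvent-only control mean plus 3 SD; inconclusive = no clear call, values can overlap the other calls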;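 also: cells exposed to compound for four days before flow analysis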
T cell modulator = T cell immune modulation candidate; AID 2052; hit rate 0.068% among 330,000; calls only at 7 µM; 2C CD8+ T cell-vesicle binding, flow cytometry; hits give low values;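 active = response, share of CD8 T cells binding vesicles, and their 90th percentile fluorescence all below set limits, cut at about 80% in these data, passing the limit was not always enough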
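System: murine 2C transgenic CD8+ T lymphocytes; also added: QL9-loaded Drosophila micro-vesicles; times: binding 1.5 h at 37 °C; measured by: flow cytometry, PE anti-B7-1 (FL2) versus Alexa647 anti-CD8 (FL8), PFA-fixed; control set: Peptide-free naked vesicles (low) and QL9 vesicles with 0.7% DMSO vehicle (high)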
Autophagy mod = alters autophagy in cells. calls only at 10 µM (by protocol). hit rate 0.98% among 190,000. MEF GFP-LC3 puncta imaging; test concentration mostly 10 µM. AID 463193;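 active = percentage of spot-positive cells more than 3 SD above its plate mean, without a fluorescence outlier flag or 80% toxicity; inconclusive = no clear call, values can overlap the other calls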;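 also: spot-positive cell cutoff set from DMSO-treated cells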
bCat nuc transl = alters nuclear translocation of beta-catenin in HeLa cells; immunofluorescence imaging; hit rate 0.3% among 190,000; AID 1665; nuclear translocation activity, % at 5 µM;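 active = nuclear translocation activity above 50% at 5 µM, with a well cell count of 50 or more; inconclusive = wells under 50 cells across six images, flagged as toxic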;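 also: per-cell ratio of nuclear to cytoplasmic median beta-catenin stain intensity; plate controls were DMSO negative control for no effect and GSK-3 inhibitor IX positive control for full effect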
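Read-out: Nuclear/cytoplasmic beta-catenin signal ratio, % activation | Assay system: Human HeLa cell line | Times: 24 h compound exposure at 37°C, 5% CO2 | Signal: Fluorescence imaging of beta-catenin antibody stain plus DAPI | Dosing: 5 µM primary, 0.02–20 µM confirmation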
West Nile antiviral = West Nile virus antiviral activity, cell-based, CPE readout (AID 1621); hit rate 0.02% among 290,000; West Nile virus-infected cells, CPE inhibition; higher % means a stronger effect; CPE inhibition, % at 10 µM, or IC50 in µM where a hit was titrated; in the data active = a potency from the dose series; inconclusive = CPE inhibition mostly from about 3.7% at the one dose, without a potency; inactive = the rest, 99 in 100 with CPE inhibition below about 2.2%; also: strong numbers were not always called active
WT yeast gro inh mutant strain = further read-out of WT yeast gro inh, marked with its call; inhibition, %; mitochondrial fusion phenotypic screen, mutant strain inhibition
Ins promoter up cell count = also measured in Ins promoter up; calls as there; cell count; measured here: cytotoxicity, nuclei count;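 total cells summed across four imaged fields per well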
Lipid droplet cells 6.5 µM = recorded beside Lipid droplet, whose call it bears; cell count; measured here: cell count, cytotoxicity flag;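 cells counted across two imaged fields per well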
bCat nuc transl cell count 5 µM = second read-out of bCat nuc transl, no call of its own (marks repeat the call); cell count; measured here: cell count, cytotoxicity flag
T cell modulator vesicle-bound % = further read-out of T cell modulator, marked with its call; double positive events, %; measured here: CD8+ vesicle-bound cell fraction;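 binding gate set so that unloaded-vesicle control wells show 10% double positive cells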
MT stabilize HCS Hoechst-high % = also measured in MT stabilize HCS; calls as there; % Hoechst-high responders; measured here: nuclear condensation Hoechst responders;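 share of cells brighter than vehicle mean plus two SD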
MT stabilize HCS cytotoxicity % = second read-out of MT stabilize HCS, no call of its own (marks repeat the call); toxicity, %; measured here: cytotoxicity by cell density;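 0% = mean cell density of plate MIN control wells and 100% = no cells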
Autophagy mod cell loss 18 h = recorded beside Autophagy mod, whose call it bears; toxicity, %; measured here: cell loss, nuclei count;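 cell loss after 18 h compound exposure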
Myeloid diff MLP GFP+ MAC1+ % = recorded beside Myeloid diff MLP, whose call it bears; GFP+ MAC1+ double positive, %; measured here: differentiation confirmed by MAC1 staining
* marks the source's active call; other numbers are inactive results; i = inactive; ? = inconclusive; · = no result given.

nr | mol | Lipid droplet | Lipid droplet cells 6.5 µM | MT stabilize HCS | MT stabilize HCS Hoechst-high % | MT stabilize HCS cytotoxicity % | Ins promoter up | Ins promoter up cell count | WT yeast gro inh | WT yeast gro inh mutant strain | Myeloid diff MLP | Myeloid diff MLP GFP+ MAC1+ % | T cell modulator | T cell modulator vesicle-bound % | Autophagy mod | Autophagy mod cell loss 18 h | bCat nuc transl | bCat nuc transl cell count 5 µM | West Nile antiviral
1 | CC(=O)N1c2ccc(S(=O)(=O)N(C)Cc3ccccc3)cc2CC1C (stereo not drawn) | -35 | 631 | · | · | · | · | · | · | · | i | 2.0 | i | 38 | · | · | · | · | 0.3%
2 | Cc1ccc(-n2nnnc2CNC(=O)C2CC(=O)N(c3ccccc3)C2)cc1C (stereo not drawn) | 2 | 764 | · | · | · | · | · | · | · | i | 6.1 | i | 11 | · | · | · | · | 0.0%
3 | COc1ccc2c(c1)C1=NN(/C(C)=C/C(C)=O)C(c3cccc(F)c3)C1CC2 (stereo not drawn) | · | · | 3.9 | 1.9 | 5.3 | 0.31 | 1275 | 35 | 14 | i | 1.0 | i | 52 | i | 1 | · | · | -0.9%
4 | CCN(CC)CC(=O)N1c2ccccc2CCc2ccc(NC(=O)c3cc(OC)c(OC)c(OC)c3)cc21 | 6 | 656 | · | · | · | 0.1 | 1373 | · | · | i | 0.7 | i | 32 | · | · | 0.0 | 1072 | 1.8%
5 | O=C(O)CCS(=O)(=O)Cc1cccc(Cl)c1 | · | · | 5.5 | 2.7 | 6.5 | -0.09 | 1410 | -8 | -1 | i | 0.6 | i | 30 | i | -10 | -2.1 | 979 | -0.1%
6 | Cc1cccc(Nc2nnc(SCC(=O)Nc3ncc(C(F)(F)F)cc3Cl)s2)c1C | -6 | 604 | 3.6 | 3.2 | 9.2 | -0.18 | 1495 | 13 | 5 | i | 1.4 | i | 53 | i | 11 | -2.0 | 1064 | -0.3%
7 | COC(=O)c1cccc(NC(=O)C(C)N2C(=O)c3ccccc3C2=O)c1 (stereo not drawn) | 2 | 721 | 3.1 | 2.0 | 12 | · | · | 7 | 3 | i | 7.2 | i | 38 | i | 6 | 0.6 | 1141 | -0.2%
8 | CC(/C=N/NC(=O)c1cc(-c2ccc(Cl)cc2)nc2ccccc12)=C\c1ccco1 | ? | · | 14 | 37 | 35 | · | · | 23 | 21 | i | 0.3 | i | 41 | i | 67 | 235* | 596* | -0.4%
9 | O=C(OC1CCOC1=O)c1cc(-c2ccc(Br)cc2)nc2ccccc12 (stereo not drawn) | 4 | 671 | 2.9 | 1.9 | 0.8 | -0.06 | 1857 | 13 | 9 | i | 3.1 | i | 42 | i | -3 | 1.4 | 1025 | 1.1%
10 | CCOC(=O)CC(=O)CSc1ccc2nnc(-c3cccc(F)c3)n2n1 | · | · | 5.5 | 3.7 | 0.2 | -1.5 | 1287 | 7 | 16 | i | 0.8 | i | 24 | i | 13 | -0.5 | 973 | 0.1%
11 | O=C(COc1ccc(Br)cc1)Nc1ccc(S(=O)(=O)Nc2ccccn2)cc1 | -8 | 679 | · | · | · | · | · | · | · | i | 3.0 | i | 20 | · | · | · | · | -0.2%
12 | CC1(C)OC(=O)C(=NNc2ccc(C(=O)O)cc2)C(=O)O1 | 5 | 684 | · | · | · | · | · | · | · | i | 0.5 | i | 19 | · | · | 0.8 | 1318 | 0.4%
13 | CC(C(=O)NCc1ccccc1)n1cc([N+](=O)[O-])cn1 (stereo not drawn) | -3 | 802 | · | · | · | · | · | · | · | i | 0.5 | i | 16 | · | · | · | · | 0.6%
14 | COC(=O)N/N=C/c1cc(Cl)c(OCc2ccc(F)cc2)c(OC)c1 | -4 | 634 | 2.6 | 1.9 | 5.0 | -0.01 | 1247 | 0 | 0 | i | 0.6 | i | 42 | i | 7 | 16 | 491 | -0.9%
15 | CC(NC(=O)c1ccc(Cl)cc1)c1nnc(SCc2ccc([N+](=O)[O-])cc2)n1C (stereo not drawn) | · | · | 1.4 | 1.2 | 5.6 | 0.01 | 1506 | 7 | -4 | i | 4.0 | i | 31 | i | 0 | 0.1 | 1416 | ·
16 | Cc1cc(C)cc(OCc2nnc(N)s2)c1 | -10 | 677 | · | · | · | 0 | 1047 | · | · | i | 0.5 | i | 26 | · | · | -0.5 | 1347 | 0.0%
17 | O=C(CCCOc1ccc(Cl)cc1Cl)NCc1ccncc1 | 2 | 737 | 3.3 | 2.7 | 0.8 | 0.17 | 1602 | 3 | 14 | i | 0.2 | i | 32 | i | 21 | 0.1 | 1572 | -1.5%
18 | O=C(CNc1ccc2ccccc2c1)N/N=C/c1ccc([N+](=O)[O-])o1 | -35 | 539 | 1.6 | 2.9 | 7.9 | -0.09 | 1102 | 17 | 9 | i | 0.4 | i | 18 | i | 17 | -0.7 | 1075 | -1.9%
19 | O=C(O)C1=C(Nc2ccccc2)OCC1=O | 0 | 820 | · | · | · | · | · | · | · | i | 0.9 | i | 24 | · | · | · | · | -0.4%
20 | CCc1nc(SCc2ccc(C(=O)OC)o2)n[nH]1 | -14 | 677 | 2.9 | 1.8 | 7.2 | 0.51 | 1353 | -7 | -1 | i | 0.4 | i | 55 | i | 15 | -1.7 | 1152 | -0.1%

Two entries drawn at random from the list so far:
nr | mol | Lipid droplet | Lipid droplet cells 6.5 µM | MT stabilize HCS | MT stabilize HCS Hoechst-high % | MT stabilize HCS cytotoxicity % | Ins promoter up | Ins promoter up cell count | WT yeast gro inh | WT yeast gro inh mutant strain | Myeloid diff MLP | Myeloid diff MLP GFP+ MAC1+ % | T cell modulator | T cell modulator vesicle-bound % | Autophagy mod | Autophagy mod cell loss 18 h | bCat nuc transl | bCat nuc transl cell count 5 µM | West Nile antiviral
20 | CCc1nc(SCc2ccc(C(=O)OC)o2)n[nH]1 | -14 | 677 | 2.9 | 1.8 | 7.2 | 0.51 | 1353 | -7 | -1 | i | 0.4 | i | 55 | i | 15 | -1.7 | 1152 | -0.1%
12 | CC1(C)OC(=O)C(=NNc2ccc(C(=O)O)cc2)C(=O)O1 | 5 | 684 | · | · | · | · | · | · | · | i | 0.5 | i | 19 | · | · | 0.8 | 1318 | 0.4%

(listing goes on)
nr | mol | Lipid droplet | Lipid droplet cells 6.5 µM | MT stabilize HCS | MT stabilize HCS Hoechst-high % | MT stabilize HCS cytotoxicity % | Ins promoter up | Ins promoter up cell count | WT yeast gro inh | WT yeast gro inh mutant strain | Myeloid diff MLP | Myeloid diff MLP GFP+ MAC1+ % | T cell modulator | T cell modulator vesicle-bound % | Autophagy mod | Autophagy mod cell loss 18 h | bCat nuc transl | bCat nuc transl cell count 5 µM | West Nile antiviral
21 | COC(=O)c1ccccc1NC(=O)C(C)Oc1ccccc1 (stereo not drawn) | -2 | 729 | 2.0 | 0.2 | 48 | · | · | -17 | 6 | i | 0.7 | i | 26 | i | 10 | 0.8 | 1133 | -0.1%
22 | Cc1ccc(S(=O)(=O)c2nc(-c3ccco3)oc2SCC(=O)NCC2CCCO2)cc1 (stereo not drawn) | -35 | 640 | 3.2 | 1.7 | 1.7 | -0.16 | 1905 | -6 | -7 | i | 1.6 | i | 15 | i | -7 | 0.6 | 987 | 0.2%
23 | O=C(CN1C2CCCC1CC(NC(=O)c1ccco1)C2)Nc1ccccc1 (stereo not drawn) | · | · | 2.3 | 2.1 | 7.0 | 2.4 | 1494 | 1 | -4 | i | 0.7 | i | 29 | i | -3 | -1.6 | 1422 | 0.1%
24 | CCOC(=O)C(CC)(CC)C(=O)/C=C/c1ccc(OC)cc1 | 1 | 672 | · | · | · | 0.05 | 989 | · | · | i | 1.0 | i | 17 | · | · | -0.3 | 1368 | 0.8%
25 | Cc1cccc(C)c1N(CC(=O)NCc1ccccc1)C(=O)c1csnn1 | -2 | 793 | · | · | · | · | · | · | · | i | 3.7 | i | 33 | · | · | · | · | -0.3%
26 | COc1ccc(CCC(=O)OCC(=O)Nc2ccc(C)c(S(=O)(=O)N(C)C)c2)cc1 | -8 | 545 | 1.2 | 3.4 | 8.2 | · | · | -5 | -17 | i | 0.5 | i | 34 | i | 0 | 0.5 | 922 | 0.1%
27 | Cc1ccc(Nc2nc(N)c([N+](=O)[O-])c(N3CCCC(C)C3)n2)cc1C (stereo not drawn) | -3 | 661 | 5.1 | 1.4 | 6.0 | -0.85 | 932 | 96* | 93* | i | 0.2 | i | 6 | i | -5 | 3.3 | 1098 | 11%
28 | Cc1sc2ncn(CC(=O)NCC(=O)N(C)Cc3ccccc3)c(=O)c2c1C | 6 | 734 | 2.1 | 1.5 | 4.4 | -0.19 | 1248 | -4 | -12 | i | 0.8 | i | 36 | i | -12 | -7.4 | 1209 | 0.4%
29 | O=C(COC(=O)C1CCCCC1C(=O)N1CCc2ccccc21)NCc1ccco1 (stereo not drawn) | · | · | 2.9 | 1.7 | 8.5 | -1.6 | 1159 | 5 | 10 | i | 0.5 | i | 45 | i | -2 | -8.9 | 1045 | ·
30 | CCOC(=O)c1c(C)n(C)c2ccc(OCC(O)CN3CCN(C)CC3)cc12 (stereo not drawn) | · | · | 1.1 | 3.7 | 8.5 | -0.22 | 913 | 8 | -5 | i | 2.5 | i | 39 | i | -4 | · | · | 0.4%
31 | C/C=C/c1ccc(OCC(=O)NCc2ccccc2OC)c(OC)c1 | 2 | 748 | 3.4 | 1.5 | 8.8 | -0.15 | 1310 | -6 | 8 | i | 1.4 | i | 18 | i | 2 | -2.2 | 1036 | 0.6%
32 | CN1CCN(C2OC(=O)c3ccccc32)CC1 (stereo not drawn) | 23 | 799 | 1.7 | 0.9 | 6.5 | · | · | 57 | 2 | i | 2.0 | i | 20 | i | 4 | · | · | 0.3%
33 | COc1cnc(N(C)C)nc1Sc1cccc(Cl)c1 | 5 | 816 | 1.3 | 1.5 | 10 | · | · | 30 | 20 | i | 0.8 | i | 14 | i | 4 | · | · | 0.1%

An unsorted share of the library (roughly 3.9% active in at least one column).
